Screens: PubChem, The Scripps Research Institute Molecular Screening Center
CHO-K1 Ca antag = M1 antagonist counterscreen hit in parental CHO-K1 cells. ATP-induced calcium, Fluo-8 fluorescence. inhibition, % at 3 µM. hit rate 0.6% among 360,000;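 active = inhibition above a per-plate cutoff, the plate's mean sample inhibition plus 3 SD, cut at about 24% in these data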;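 also: 0% = DMSO plus EC80 ATP and 100% = DMSO alone without ATP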
CHO parental Ca = signal in parental CHO cells, OX1R antagonist counter-screen; parental CHO-K1, ATP-induced calcium, Fluo-8 fluorescence; inhibition, % at 5.6 µM; hit rate 0.63% among 330,000;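 active = inhibition above that plate's mean sample inhibition plus 3 SD, cut at about 26% in these data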;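 also: 0% = ATP-challenged DMSO wells and 100% = DMSO wells without ATP; some compounds past the cut are filed as inactive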
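material = parental CHO cells | also added = ATP as calcium-mobilizing challenge | dosing = single point at 5.6 µM | detection = intracellular calcium via Fluo-8 no-wash fluorescent dye | read-out = % inhibition | benchmarks = low control ATP plus DMSO, high control DMSO only | repeats = one well per compound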
OXTR potentiate = human OXTR potentiation. CHO-OTR cells, Fluo-8 calcium fluorescence, potentiator mode; 0% = oxytocin EC15, 100% = EC100. activation, % at 3 µM. hit rate 0.061% among 320,000;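 active = activation above that plate's cutoff, the mean activation of tested compounds plus 3 SD, cut at about 6.6% in these data, passing the limit was not always enough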;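 also: 100% uses oxytocin at 75 nM as the full agonist control; some results filed as inactive read as strong as hits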
Target sequence (P30559 whole entry, looked up): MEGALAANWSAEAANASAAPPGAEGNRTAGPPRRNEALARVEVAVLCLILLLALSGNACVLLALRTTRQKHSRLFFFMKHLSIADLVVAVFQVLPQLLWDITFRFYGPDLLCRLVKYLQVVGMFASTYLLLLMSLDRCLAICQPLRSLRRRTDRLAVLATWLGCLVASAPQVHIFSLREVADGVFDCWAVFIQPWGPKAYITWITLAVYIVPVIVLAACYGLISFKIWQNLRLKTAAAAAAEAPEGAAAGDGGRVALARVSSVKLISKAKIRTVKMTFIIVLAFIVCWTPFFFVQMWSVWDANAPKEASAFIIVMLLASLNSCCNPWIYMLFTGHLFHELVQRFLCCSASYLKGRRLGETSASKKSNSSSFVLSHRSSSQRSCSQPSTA
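test system = CHO-OTR cells, human receptor | compound = single-point 3.0 µM | schedule = 6 min compound pre-incubation at room temperature, 100 s kinetic read | signal = Fluo-8 no-wash calcium dye fluorescence, excitation 470-495 nm, emission 515-575 nm | repeats = single well per compound, singlicate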
CHO-K1 Ca ag = nonselective activator or artifact in parental CHO-K1 cells. Fluo-8 calcium fluorescence; scaled to maximal ATP response, vehicle zero. AID 602248. hit rate 0.48% among 360,000. activation, % at 3 µM; in the data active = activation above about 15%;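 also: untransfected CHO-K1 host cells lacking M1 receptor as counterscreen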
TAAR1 agonist = agonists of human TAAR1; activation, % at 3 µM; CHO RD-HGA16 TAAR1, Fluo-8 calcium fluorescence; vehicle wells 0%, saturating PEA agonist 100%; AID 624467; hit rate 0.99% among 360,000;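 active = activation above the mean activation of all test compounds in the run plus 3 SD, cut at about 38% in these data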
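System: CHO-derived RD-HGA16 cells with stable Gα16 and human TAAR1 / Times: 17-24 h plating, Fluo-8 75 min 37 °C, 30 min RT / Technique: calcium-sensitive Fluo-8 signal, excitation 470-495, emission 515-575 nm / Measure: % activation relative to PEA EC100 response / Benchmarks: DMSO and PEA EC100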
CHRM1 agonist = activates human CHRM1 receptor; P11229; CHO-K1 hM1, Fluo-8 calcium fluorescence, agonist mode; 0% DMSO, 100% acetylcholine EC100; activation, % at 3 µM; hit rate 0.33% among 360,000;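 active = activation above the run's mean compound activation plus 3 SD, cut at about 16% in these data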;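 also: peak over basal fluorescence ratio within a 140 s kinetic read after compound addition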
V1R ag counter = V1a receptor agonism, counter-screen for OXTR agonists | CHO-V1R cells, Fluo-8 calcium fluorescence, agonist mode; 0% DMSO, 100% 3 nM vasopressin | hit rate 0.25% among 320,000 | P37288 | activation, % at 3 µM;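 active = activation above the mean activation of all tested compounds plus 3 SD, per screening run, cut at about 20% in these data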;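 also: signal is peak over basal fluorescence ratio across a 100 second FLIPR read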
Target sequence (P37288 whole entry, looked up): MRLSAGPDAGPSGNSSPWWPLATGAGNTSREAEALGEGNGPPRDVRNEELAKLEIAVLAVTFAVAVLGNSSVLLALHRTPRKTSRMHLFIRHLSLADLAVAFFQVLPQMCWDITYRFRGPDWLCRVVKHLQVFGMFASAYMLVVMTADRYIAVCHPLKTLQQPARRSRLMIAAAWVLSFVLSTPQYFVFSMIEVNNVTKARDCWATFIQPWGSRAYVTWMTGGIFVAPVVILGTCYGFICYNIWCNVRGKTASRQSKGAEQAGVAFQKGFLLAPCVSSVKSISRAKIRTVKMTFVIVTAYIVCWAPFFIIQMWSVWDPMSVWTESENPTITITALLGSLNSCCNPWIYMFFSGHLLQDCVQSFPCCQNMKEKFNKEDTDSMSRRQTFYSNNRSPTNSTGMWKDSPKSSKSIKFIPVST
CHO-K1 Ca PAM = counter-screen for M1 PAMs: effect in parental CHO-K1 cells; activation, % at 3 µM; hit rate 0.02% among 360,000; ATP EC20, Fluo-8 calcium fluorescence; 0% at ATP EC20, 100% at ATP max;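 active = activation above the run cutoff, the mean activation of all test compounds plus 3 SD, cut at about 40% in these data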;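 also: peak over basal fluorescence ratio in a 140 s read after ATP addition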
TAAR1 antagonist = antagonists of human TAAR1; Q96RJ0; CHO RD-HGA16 TAAR1, Fluo-8 calcium fluorescence, antagonist; inhibition, % at 3 µM; hit rate 1.5% among 360,000; AID 624466;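 active = inhibition above a per-plate cutoff, the mean inhibition of test compounds on that plate plus 3 SD, cut at about 49% in these data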;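 also: 0% = DMSO plus EC80 beta-PEA response and 100% = DMSO alone without agonist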
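Material: RD-HGA16 CHO cells with stable hTAAR1 and Gα16; Dosing: single nominal final test compound concentration of 3 µM; Schedule: seeding 17-24 h prior, 75-min 37 °C, 30-min RT dye loading; Detection: kinetic Fluo-8 calcium fluorescence measurement; Measure: % inhibition from peak post-agonist over basal fluorescence ratio; Benchmarks: vehicle and agonist controls.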
Numbers without * were called inactive; / = no result given.

SMILES	CHO-K1 Ca antag	CHO parental Ca	OXTR potentiate	CHO-K1 Ca ag	TAAR1 agonist	CHRM1 agonist	V1R ag counter	CHO-K1 Ca PAM	TAAR1 antagonist
O=C(NCc1cccnc1)[C@@H]1CC=C[C@@H]2CCN(Cc3ccccc3)C(=O)[C@@H]21	-15	-13	-9	-0.1	16	-8	0.3	5	7
Cc1ccc2c(c1)[C@H]1[C@H](CO2)[C@H](c2ccccc2)[C@]2(C)C(=O)N(Cc3ccc(F)cc3)CC(=O)N12	2	-16	-10	3.9	62*	4	12	-8	34
O=C(Nc1ccc(N2CCCC2)cc1)C(Cl)c1ccccc1 (configuration not stated)	-4	-2	-2	0.2	/	-6	-0.9	17	/
CSc1cccc(NC(=S)N(Cc2ccc(C)cc2)Cc2ccccn2)c1	3	-24	-6	-0.2	0	-4	0.1	-1	-17
COc1ccc(CNC(=O)C(C)n2nc(C)c3c(C)n(-c4ccccc4)nc3c2=O)c(OC)c1 (configuration not stated)	-18	-32	-7	2.5	1	-4	3.4	26	1
Cc1ccc(NC(=O)C(c2ccccc2)N2CCN(CC(=O)NC3CC3)CC2)cc1Cl (configuration not stated)	-11	-17	-2	0.2	11	-1	1.1	-3	-8
CCOC(=O)/C(N=Nc1ccc(C(=O)O)cc1[N+](=O)[O-])=C(\C)O	-14	10	-10	0.5	15	-1	-0.4	7	0
COc1cc(C(=O)Nc2ccc(S(=O)(=O)N3CCOCC3)cc2)c([N+](=O)[O-])cc1OC	-7	7	-5	0.2	2	-13	-0.2	5	-5
COc1ccc(Cc2nnc(SCC(=O)c3ccc(OC)cc3)o2)cc1	-22	-8	-7	7.3	12	0	6.0	13	-9
NS(=O)(=O)c1ccc(Nc2nc3ccccc3nc2NS(=O)(=O)c2cccc([N+](=O)[O-])c2)cc1	-1	-5	-4	-0.7	-2	3	4.3	-10	16
Cc1ccccc1-c1noc(CCC(=O)NCc2ccco2)n1	2	-1	-8	0.6	14	-2	-0.9	-4	-1
CS(=O)(=O)Nc1ccccc1C(=O)OCC(=O)NC1CC1	-10	-14	-5	0.3	4	-3	0.4	7	5
CCn1nnnc1NC(=O)c1ccc2ccccc2c1	-7	1	-6	1.1	1	-4	-0.3	-2	-7
CCOC(=O)c1c(CN2CCOCC2)n(-c2ccccc2)c2cc(Br)c(O)cc12	5	-39	-2	0.9	6	-4	-0.9	-4	28
O=C(Nc1ccn(CCCNCCN2CCOCC2)c(=O)n1)OCc1ccccc1	-1	/	/	0.2	3	-6	/	-1	-20
CCOc1ccc(C(=O)NCCNC(=O)c2ccc(OCC)cc2)cc1	4	-6	0	0.2	-3	0	-0.2	9	-19
Fc1ccc(CCNC(=S)Nc2ccc(F)cc2)cc1	-3	-2	-5	6.4	5	-3	7.6	-1	18
c1cncc(C(c2nnnn2C2CCCC2)N2CCCC2)c1 (configuration not stated)	-2	-11	0	0.3	-2	-7	0.1	9	-12
CC(C)Cc1nc(N2CCOCC2)c(C#N)c2c1CCC2	-2	7	-12	0.2	1	-1	0.2	15	-5
O=C(CCCCCn1c(=S)[nH]c2ccc(N3CCOCC3)cc2c1=O)NCc1ccc(Cl)cc1	-9	-9	-10	0.7	4	-8	-0.9	14	-3

Some of the entries above in another layout.
mol,CHO-K1 Ca antag,CHO parental Ca,OXTR potentiate,CHO-K1 Ca ag,TAAR1 agonist,CHRM1 agonist,V1R ag counter,CHO-K1 Ca PAM,TAAR1 antagonist
O=C(NCc1cccnc1)[C@@H]1CC=C[C@@H]2CCN(Cc3ccccc3)C(=O)[C@@H]21,-15,-13,-9,-0.1,16,-8,0.3,5,7
Cc1ccc2c(c1)[C@H]1[C@H](CO2)[C@H](c2ccccc2)[C@]2(C)C(=O)N(Cc3ccc(F)cc3)CC(=O)N12,2,-16,-10,3.9,62*,4,12,-8,34
O=C(Nc1ccc(N2CCCC2)cc1)C(Cl)c1ccccc1 (configuration not stated),-4,-2,-2,0.2,/,-6,-0.9,17,/
CSc1cccc(NC(=S)N(Cc2ccc(C)cc2)Cc2ccccn2)c1,3,-24,-6,-0.2,0,-4,0.1,-1,-17
COc1ccc(CNC(=O)C(C)n2nc(C)c3c(C)n(-c4ccccc4)nc3c2=O)c(OC)c1 (configuration not stated),-18,-32,-7,2.5,1,-4,3.4,26,1
Cc1ccc(NC(=O)C(c2ccccc2)N2CCN(CC(=O)NC3CC3)CC2)cc1Cl (configuration not stated),-11,-17,-2,0.2,11,-1,1.1,-3,-8
CCOC(=O)/C(N=Nc1ccc(C(=O)O)cc1[N+](=O)[O-])=C(\C)O,-14,10,-10,0.5,15,-1,-0.4,7,0
COc1cc(C(=O)Nc2ccc(S(=O)(=O)N3CCOCC3)cc2)c([N+](=O)[O-])cc1OC,-7,7,-5,0.2,2,-13,-0.2,5,-5
COc1ccc(Cc2nnc(SCC(=O)c3ccc(OC)cc3)o2)cc1,-22,-8,-7,7.3,12,0,6.0,13,-9
NS(=O)(=O)c1ccc(Nc2nc3ccccc3nc2NS(=O)(=O)c2cccc([N+](=O)[O-])c2)cc1,-1,-5,-4,-0.7,-2,3,4.3,-10,16
Cc1ccccc1-c1noc(CCC(=O)NCc2ccco2)n1,2,-1,-8,0.6,14,-2,-0.9,-4,-1
CS(=O)(=O)Nc1ccccc1C(=O)OCC(=O)NC1CC1,-10,-14,-5,0.3,4,-3,0.4,7,5
CCn1nnnc1NC(=O)c1ccc2ccccc2c1,-7,1,-6,1.1,1,-4,-0.3,-2,-7
CCOC(=O)c1c(CN2CCOCC2)n(-c2ccccc2)c2cc(Br)c(O)cc12,5,-39,-2,0.9,6,-4,-0.9,-4,28
O=C(Nc1ccn(CCCNCCN2CCOCC2)c(=O)n1)OCc1ccccc1,-1,/,/,0.2,3,-6,/,-1,-20
CCOc1ccc(C(=O)NCCNC(=O)c2ccc(OCC)cc2)cc1,4,-6,0,0.2,-3,0,-0.2,9,-19

Ordered by length of the SMILES (lowest first): part of the list above
SMILES	CHO-K1 Ca antag	CHO parental Ca	OXTR potentiate	CHO-K1 Ca ag	TAAR1 agonist	CHRM1 agonist	V1R ag counter	CHO-K1 Ca PAM	TAAR1 antagonist
COc1ccc(Cc2nnc(SCC(=O)c3ccc(OC)cc3)o2)cc1	-22	-8	-7	7.3	12	0	6.0	13	-9
CCOC(=O)c1c(CN2CCOCC2)n(-c2ccccc2)c2cc(Br)c(O)cc12	5	-39	-2	0.9	6	-4	-0.9	-4	28
COc1cc(C(=O)Nc2ccc(S(=O)(=O)N3CCOCC3)cc2)c([N+](=O)[O-])cc1OC	-7	7	-5	0.2	2	-13	-0.2	5	-5

Carrying on:
SMILES	CHO-K1 Ca antag	CHO parental Ca	OXTR potentiate	CHO-K1 Ca ag	TAAR1 agonist	CHRM1 agonist	V1R ag counter	CHO-K1 Ca PAM	TAAR1 antagonist
Cc1n[nH]c(C)c1N=Nc1ccc(Br)cc1	-12	-8	-8	-0.2	10	-5	-0.3	6	-8
Cc1ccc(Cn2ncc3c(N4CCN(c5ccccc5C)CC4)ncnc32)cc1	9	-32	-6	-0.3	10	-1	0.8	-6	2
Cc1cccc(C(C)C)c1NC(=O)COC(=O)CCN1C(=O)C2CC=CCC2C1=O (configuration not stated)	-4	-8	-10	2.5	0	1	1.4	-8	-1
CN(Cc1ccccc1F)c1ccc(S(=O)(=O)N2CCCC2)cn1	10	-15	-8	1.0	7	-15	-0.1	-4	24
Cc1ccc(C(=O)COC(=O)CNC(=O)c2ccc(Br)o2)cc1[N+](=O)[O-]	7	-19	3	0.3	-1	-7	-1.6	-8	-10
Cc1c(C(=O)Nc2ccncc2)sc2nc(-c3ccc(F)cc3)cn12	3	77*	-8	11	10	7	7.1	2	3
Cc1cc(C(=O)NNC(=O)COc2ccccc2Cl)n[nH]1	0	6	-10	0.4	12	1	1.1	-9	-12
Cc1ccc2[nH]c(=O)c3cc(C(=O)N4CCN(C(=O)c5ccco5)CC4)sc3c2c1	-1	-15	-2	-0.2	-1	-2	-0.4	3	-6
COc1ccc(NC(=O)COC(=O)c2ccc(S(=O)(=O)N(C)c3ccccc3OC)cc2)cc1OC	-16	-6	-10	12	9	-2	5.2	-10	45
Cc1ccccc1CN1CCN(CCCc2ccccc2)C(CCO)C1 (configuration not stated)	-3	-12	-6	1.2	11	-9	2.4	8	4
CCCCn1c(SCc2c(C)noc2C)nc2cc(S(N)(=O)=O)ccc21	14	-12	-4	0.3	1	-4	0.0	-8	-3
COC(=O)c1ccc2cn[nH]c2c1	-2	/	/	0.2	0	-1	/	8	2
COc1ccc(CN(C)C2c3ccccc3-c3ccccc32)cc1	5	-28	-1	-0.4	-1	-7	-0.8	2	-8
CCc1ccc2[nH]c(=O)c(CN(CCN(CC)CC)C(=O)NC3CCCCC3)cc2c1	-3	-35	-7	0.1	1	-7	-1.4	8	2
CN(C)C1=NC[C@H](Cc2ccccc2)N1CC1CCC(C(C)(C)C)CC1 (some centres not stated)	7	-9	-1	1.9	/	-6	1.6	8	/
COc1cc(-c2n[nH]c(=S)n2-c2ccc(Br)cc2)cc(OC)c1OC	-8	-7	-12	5.1	30	15	8.8	2	27
Cc1cccc(Nc2nnc(SCC(=O)NC3CCCc4ccccc43)s2)c1 (configuration not stated)	-2	-25	-10	0.3	-2	-2	1.5	-3	31
Cc1ccc(-c2cc(C(=O)NC3=NCCS3)c3ccccc3n2)cc1C	-9	-12	1	2.9	3	-7	0.0	18	20
O=C(NC1CCCC1)C(c1ccc(F)cc1)N(Cc1ccc(Cl)cc1)C(=O)CCl (configuration not stated)	-16	-4	3	5.2	3	-3	2.3	14	12
Cc1noc(C)c1S(=O)(=O)N(C)C[C@@H]1OCc2cn(nn2)CCCC(=O)N([C@@H](C)CO)C[C@H]1C	-7	/	/	0.7	1	-5	/	19	-17
O=C(CSc1nnc(-c2ccc(S(=O)(=O)N3CCCC3)cc2)n1CC1CCCO1)NC1CC1 (configuration not stated)	0	0	-8	-0.1	8	-6	0.1	5	3
O=C(COc1ccc2c3c(c(=O)oc2c1)CCCC3)NCCCn1ccnc1	5	-4	2	0.0	-1	-14	1.2	-1	-11

Random draw from the library; any-hit rate near 3.3%.
